# TCR activator: Activators of T cell receptors: qHTS campaign. primary human leukocytes, anti-CD3, IL-2 HTRF, 48 h. Potency, µM (top dose mostly 9.22 µM), without a hit: at the highest dose activation of IL-2 secretion, actives largely listed as activators. 330,000 tested, under 10 active. AID 504894, 2011; also: % of control where 0% means no effect
#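 TCR engagement came from a-CD3 beads alone, with compounds added to primary human leukocytes for 48 hr. Secreted IL-2 bridged europium cryptate- and d2-labelled anti-IL-2 antibodies, giving FRET emission at 665nm after 320nm excitation.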
# TSHR antag: Antagonists of the Thyroid Stimulating Hormone Receptor: HTS campaign; 0.2% of 330,000 active; Thyrotropin receptor (Homo sapiens), P16473; activity change, negative = inhibition, % at 11.5 µM; TSHR-expressing cells, TSH-stimulated cAMP HTRF, 2 h; stronger effect = lower value;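 active = activity change below a set negative limit, meaning inhibition stronger than a set level, cut at about -70% in these data; inconclusive = activity change between two set negative limits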; also: % is scaled to controls: 0 for no effect and ±100 for the full control effect
#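 Cell-based HTRF cAMP assay; TSHR cells + compound, TSH EC80 (4nM final), 2 h, 37 deg C. Lysis with anti-cAMP cryptate and cAMP-d2, 30 min RT, read 665/620 nm.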
# a7 integrin act: qHTS for Activators of Integrin-Mediated Alleviation for Muscular Dystrophy; AID 624291, 2012; Potency, µM (doses to about 38.3 µM), without a hit: top-dose activation, hits mostly activators; alpha7betagal myoblasts, beta-gal FDG fluorescence, 48 h; 0.064% of 350,000 active;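 also: potency is read from the fitted curve at half-maximal effect; 100% = response of the positive control SU9516; nearly all actives have a fitted effect of over 60% in size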
#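 Alpha7betagal+/- myoblasts (passage 13) were plated 16-24 hr, then exposed to compounds (1:260 dilution of DMSO stock) for 48 hours at 37C. After MPER lysis, β-galactosidase reporter activity was read as FDG fluorescence (ex 480/em 540) after 30 minutes.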
# Menin-MLL TR inh: qHTS Assay for Inhibitors Targeting the Menin-MLL Interaction in MLL Related Leukemias: Competition With Texas Red Labeled MLL-derived Mutant Peptide; O00255; Menin + Texas Red MLL mutant peptide, fluorescence polarization; Potency, µM (doses to about 61.6 µM), for the others: top-dose FP activity change, negative = inhibition, usual class: inhibitors; 0.23% of 270,000 active; AID 1768, 2009; active = well fitted inhibition curve with a large enough effect in the polarisation, with a control signal flat, not every such curve was filed as active; inconclusive = small, poorly fitted or top-dose-only effect, or effect the other way, or a change in a side signal; inactive = no such curve, though single readings can be large or run the other way; the % refers to the polarisation; also: potency is read from the fitted curve at half-maximal effect; % of control where 0% means no effect; many of its hits are not listed in these tables
# CXXC DNA block: qHTS Fluorescence Polarization Assay for Inhibitors of MLL CXXC domain - DNA interaction | Histone-lysine N-methyltransferase 2A (Homo sapiens), Q03164 | MLL-CXXC / FITC-HOXA9 DNA fluorescence polarization | Potency, µM (series often up to 115 µM), inactives show at the top dose activity change, negative = inhibition, hits mostly inhibitors | 0.037% of 290,000 active; active = well fitted inhibition curve with a large enough effect in the polarisation, with a control signal flat, not every such curve was filed as active; inconclusive = small, poorly fitted or top-dose-only effect, or effect the other way, or a change in a side signal; inactive = no such curve, though single readings can be large or run the other way; the % refers to the polarisation; also: potency is read from the fitted curve at half-maximal effect
#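 Purified MLL-CXXC (added from a 7 uM solution) was preincubated 5 min at ambient with pinned compounds in 50 mM Tris-HCl pH 7.5, 50 mM NaCl, 1 mM DTT, 0.05% BSA. Fluorescein-labeled HOX-A9 DNA (50 nM solution) followed, 30 min, then polarization read.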
# A-T KAP1 phos: qHTS Assay for Identifying a Potential Treatment of Ataxia-Telangiectasia | […] A-T fibroblasts, KAP-1 phosphorylation AlphaLISA; neocarzinostatin DNA damage 30 min before lysis | Potency, µM (highest dose often 57.5 µM), for the others: at the top dose activation, most hits filed as activators | 0.19% of 320,000 active; also: potency is read from the fitted curve at half-maximal effect; % of control where 0% means no effect; nearly all actives have a fitted effect of over 45% in size
#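 ATM-like activity read as KAP-1 phosphorylation via AlphaLISA donor/acceptor antibody pairs after lysis and 6 hr at 25C. Cells were ATM-null patient fibroblasts ([…], hTERT), dosed 60 min, then exposed to the DSB inducer NCS for 30 min.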
# Mito fusion act: qHTS Assay for Small Molecule Inhibitors of Mitochondrial Division or Activators of Mitochondrial Fusion; S. cerevisiae fusion-defective mutant growth rescue, CellTiterGlo 48 h; Potency, µM (highest dose often 46.1 µM), for inactives: at the highest dose growth rescue (activation), most hits filed as activators; 0.23% of 320,000 active; AID 485298, 2010;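 also: potency is read from the fitted curve at half-maximal effect; % of control where 0% means no effect; nearly all actives have a fitted effect of over 45% in size; temperature-sensitive fusion mutants such as fzo1-1 at 37 °C on non-fermentable ethanol glycerol medium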
#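 Compounds are tested for their ability to restore growth of mitochondrial fusion-defective yeast strains at non-permissive 37C in YPEG medium over 48 hours. Viability is quantified by luciferase luminescence.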
# MBNL1 CUG block: qHTS Assay for Inhibitors of MBNL1-poly(CUG) RNA binding; Muscleblind-like protein 1 (Homo sapiens), Q9NR56; TR-FRET MBNL1-His/biotin-(CUG)12 binding, 665/545 ratio; Potency, µM (doses to about 57.5 µM), inactives show at the highest dose activity change, negative = inhibition, most hits filed as inhibitors; 0.036% of 280,000 active; active = well fitted inhibition curve with a large enough effect in the signal ratio, with a control signal flat, not every such curve was filed as active; inconclusive = small, poorly fitted or top-dose-only effect, or effect the other way, or a change in a side signal; inactive = no such curve, though single readings can be large or run the other way; the % refers to the signal ratio; also: potency is read from the fitted curve at half-maximal effect; % is scaled to controls: 0 for no effect and ±100 for the full control effect
#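 MBNL1-His + Biotin-(CUG)12, cpd titration 92 nM–58 uM; Tb anti-His Ab 0.055 ng/ul, SA-XL665 5 nM (final); 60 min RT; ratiometric 665/545 nm, Ex 340 nm; normalized to buffer and full-complex controls.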
# ASM inhibitor: Inhibitors of Secretory Acid Sphingomyelinase (S-ASM): qHTS. Potency, µM (highest dose often 57.5 µM), for inactives: at the highest dose activity change, negative = inhibition, most hits filed as inhibitors. 0.006% of 340,000 active. Sphingomyelin phosphodiesterase (Homo sapiens), P17405. placental ASM, HMU-PC fluorogenic substrate, 60 min. AID 504937, 2011; also: potency is read from the fitted curve at half-maximal effect
#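 Fluorescence read-out (Ex 386 nm, Em 447 nm) after stopping the reaction at pH 10. Enzyme: ASM from human placenta; substrate HMU-PC0, 9 uM final; 60 min, 37 °C. Compound preincubation 10 min, ambient temperature.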
# TSG101-PTAP inh: qHTS Assay for Iinhibitors of HIV-1 Budding by Blocking the Interaction of PTAP/TSG101 | Potency, µM (titrated, usually from 115 µM), without a hit: at the highest dose activity change, negative = inhibition, hits mostly inhibitors | AID 493005, 2010 | Tumor susceptibility gene 101 protein (Homo sapiens), Q99816 | Fluorescence polarization, FITC-PTAP peptide / Tsg101 binding | 340,000 tested, under 10 active; active = well fitted inhibition curve with a large enough effect in the main read-out, with a control signal flat, not every such curve was filed as active; inconclusive = small, poorly fitted or top-dose-only effect, or effect the other way, or a change in a side signal; inactive = no such curve, though single readings can be large or run the other way; also: potency is read from the fitted curve at half-maximal effect; % of control where 0% means no effect
#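 FP read-out: FITC-PTAP peptide, 50 nM final, binding Tsg101 binding domain, 10 uM final; 20 min, r.t.; 10 mM HEPES pH 7.5, 0.15 M NaCl, 0.01% Tween 20, 3 mM EDTA, 0.1 mM TCEP.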
# Active calls of the source: *; ? = inconclusive; · = no result given; & = joins results of further samples; [ ] = another dose, or the depositor's remark. Unless noted, calls follow the shape of the dose curve; as a rule, active = well fitted curve in the direction sought with a large enough effect; inconclusive = small, poorly fitted or top-dose-only effect, or another doubt; inactive = no such curve, though single readings can be large; an effect the other way counts as inactive or inconclusive. A portion of the library; the hit share may differ from the screen's.
SMILES,TCR activator,TSHR antag,a7 integrin act,Menin-MLL TR inh,CXXC DNA block,A-T KAP1 phos,Mito fusion act,MBNL1 CUG block,ASM inhibitor,TSG101-PTAP inh
COc1ccc(CN2C(=O)CCC(C(=O)O)C2c2ccccc2)cc1 (centres undefined),-5%,5,17%,3%,1%,-4%,-12%,-11%,4%,-3%
Cc1ccccc1Nc1nnc(SCC(=O)NCc2ccco2)s1,-2%,3,2%,?,·,0%,0%,-2%,-4%,0%
COc1ccc(C2/C(=C(/O)c3ccccc3)C(=O)C(=O)N2C)c(OC)c1 (centres undefined),4%,-16,3%,-1%,-5%,10%,0%,?,3%,-4%
COc1ccccc1C(C)NS(=O)(=O)c1ccc(Cl)nc1 (centres undefined),-6%,10,6%,·,·,-1%,2%,·,2%,-1%
COc1ccc(C)c2sc(NC(=O)C3CC3)nc12,3%,-8,4%,0%,·,4%,-2%,3%,-1%,-1%
Nc1nc(NCC2CCCO2)nc(Nc2ccccc2)c1[N+](=O)[O-] (centres undefined),1%[46.1 µM],4,-32%[inhibitor],14%,-14%,6%,?,·,-3%,0%
COc1cccc2sc(N(CCCN(C)C)C(=O)c3ccc(S(=O)(=O)N4CCCc5ccccc54)cc3)nc12,-3%,4,-62%[inhibitor],?,5%,-5%,-10%,-2%,-4%,-5%
CC(CSc1nnnn1-c1ccccc1)Cn1c(N2CCN(C)CC2)nc2c1c(=O)[nH]c(=O)n2C (centres undefined),3%,-9,-13%,-8%,0%,-3%,-4%,-6%,4%,-5%
O=S(=O)(Nc1cccc(-n2cnnn2)c1)c1ccccc1C(F)(F)F,1%,-136*,18%,6%,1%,10%,11%,-7%,-1%,-2%
CC(=O)c1ccc(NC(=O)C2CC(c3ccc(F)cc3)=NO2)cc1 (centres undefined),-2%,8,16%,38%[activator],-1%,4%,-2%,-6%,-2%,-6%
O=C(O)CCC(=O)NNc1ncnc2ccccc12,-3%,1,-12%,16%,?,4%,0%,0%,3%,-1%
COc1ccc(CN(CCC(c2ccc(F)cc2)C2CCOC(C)(C)C2)C(=O)c2ccco2)cc1 (centres undefined),1%,-19,-42%,-15%,3%,-7%,18%,-4%,-12%,-3%

# Continued (2 carried over from the part before).
SMILES,TCR activator,TSHR antag,a7 integrin act,Menin-MLL TR inh,CXXC DNA block,A-T KAP1 phos,Mito fusion act,MBNL1 CUG block,ASM inhibitor,TSG101-PTAP inh
O=C(O)CCC(=O)NNc1ncnc2ccccc12,-3%,1,-12%,16%,?,4%,0%,0%,3%,-1%
COc1ccc(CN(CCC(c2ccc(F)cc2)C2CCOC(C)(C)C2)C(=O)c2ccco2)cc1 (centres undefined),1%,-19,-42%,-15%,3%,-7%,18%,-4%,-12%,-3%
O=C(COC(=O)c1ccco1)NCCNC(=O)COC(=O)c1ccco1,-4%,4,25%,·,-12%,-3%,-2%,9%,7%,-10%
CCCC[C@H](CC(=O)c1ccccc1)[C@@H](OC(C)=O)C(=O)Oc1c(C(C)C)cccc1C(C)C,-3%,-5,-18%,·,·,8%,7%,·,-4%,·
Cc1cc(NC(=O)COC(=O)CNS(=O)(=O)c2ccc(C)c(C)c2)no1,2%,6,-35%,-2%,4%,5%,5%,-9%,0%,-1%
O=C(O)c1ccc(-n2nc(C(F)(F)F)c3c2CCCC3)cc1,0%,-3&-13,24%&41%,3%&7%,8%&-9%,-5%&-1%,11%&7%,-8%&-3%,0%&3%,-11%&-3%
Cc1c([N+](=O)[O-])c([N+](=O)[O-])nn1CC(=O)NCCc1ccccc1,-7%[46.1 µM],9,-51%[inhibitor],8%,7%,1%,1%,?,4%,-3%
COC(=O)c1cc(Cl)c(N)cc1OC,0%,7,25%,1%,1%,-1%,0%,-3%,1%,-4%
Cc1ccnc(NC(=O)CSc2nnc3c(n2)[nH]c2ccccc23)c1,·,-11,·,5%,6%,-4%,-3%,18%,·,·
CC(C)[C@@H](N)C(=O)NC[C@H]1O[C@@H](n2cnc3c(N)ncnc32)[C@H](O)[C@@H]1O,1%[46.1 µM],2,21%,·,·,5%,·,·,0%,1%
Cc1c(NC(=O)CSC(=S)N2CCCC2)c(=O)n(-c2ccccc2)n1C,2%,30,1%,·,·,17%,2%,·,5%,0%
CC(C)C(C(=O)Nc1ccc(S(N)(=O)=O)cc1)N1C(=O)c2ccccc2C1=O (centres undefined),-7%,-3,?,-6%,?,0%,-5%,13%,-5%,-1%
COc1ccc(C(=O)NC(=S)Nc2ccc(N3CCN(C(C)=O)CC3)cc2)cc1[N+](=O)[O-],1%,0,-15%,·,-23%,-4%,-8%,?,-6%,-1%
CCOC(=O)C1CCN(C(=O)c2ccccc2NC(=O)C2=C(C)OCCS2)CC1,-1%,-5,2%,·,3%,4%,0%,-5%,5%,1%

# Looked up by compound from the entries so far:
SMILES,TCR activator,TSHR antag,a7 integrin act,Menin-MLL TR inh,CXXC DNA block,A-T KAP1 phos,Mito fusion act,MBNL1 CUG block,ASM inhibitor,TSG101-PTAP inh
Cc1c(NC(=O)CSC(=S)N2CCCC2)c(=O)n(-c2ccccc2)n1C,2%,30,1%,·,·,17%,2%,·,5%,0%
CCOC(=O)C1CCN(C(=O)c2ccccc2NC(=O)C2=C(C)OCCS2)CC1,-1%,-5,2%,·,3%,4%,0%,-5%,5%,1%

# The listing continues.
SMILES,TCR activator,TSHR antag,a7 integrin act,Menin-MLL TR inh,CXXC DNA block,A-T KAP1 phos,Mito fusion act,MBNL1 CUG block,ASM inhibitor,TSG101-PTAP inh
Cc1cc(OCC(=O)NCC(c2ccc(F)cc2)N2CCOCC2)ccc1Cl (centres undefined),13%,-3,34%,·,·,11%,-7%,·,-7%,0%
CCN=C1SC(C(=O)Nc2ccc(Cl)c(Cl)c2)CC(=O)N1CC (centres undefined),-5%,-25,-9%,17%,1%,0%,-6%,-12%,0%,1%
CN(Cc1cccc(F)c1)C(=O)CN1CCN(S(=O)(=O)c2ccc3c(c2)OCCCO3)CC1,11%,30,-31%,·,·,-6%,3%,·,1%,-2%
O=C(Nc1nccs1)C1CCN(S(=O)(=O)c2ccc(Cl)c(C(F)(F)F)c2)CC1,4%,-26,-13%,?,2%,·,9%,-6%,-2%,-2%
CCc1ccc(NC(=O)C2CCCN(S(=O)(=O)c3ccc4c(c3)CCCN4C(C)=O)C2)cc1 (centres undefined),-7%,-4,?,4%,-6%,1%,-1%,3%,-3%,-7%
CCC(=O)Nc1cccc(C(=O)OC)c1,0%,-13,1%,·,-6%,2%,1%,-12%,-5%,-1%
CN1CCN(CCC(=O)Nc2ccc(F)c(F)c2)CC1,2%,-9,6%,14%,-7%,·,-2%,-6%,5%,-2%
CN(CC(=O)Nc1c(Cl)cccc1Cl)C(=O)c1n[nH]c2ccccc12,0%,3,12%,·,·,·,2%,·,0%,3%
CCCCCCCCCCCCCC(=O)NO,-5%,·,8%,·,·,·,·,·,-19%,-3%
COCCN(C(=O)COC(=O)c1cc2ccccc2cc1O)c1c(N)n(Cc2ccccc2)c(=O)[nH]c1=O,0%,-6,-16%,·,·,5%,2%,·,14%,-3%
Cc1sc(NC(=O)CS(=O)(=O)c2ccccc2)c(C#N)c1C,-1%,0,-11%,·,·,4%,4%,·,-2%,-1%
Cc1ccc(NC(=O)c2ccc3c(=O)n4c(nc3c2)CCCCC4)cc1F,-1%,-7,-8%,13%,-4%,2%,-8%,-2%,-23%,-4%

# Structures listed above that bear a hit mark in TSHR antag:
mol	TCR activator	TSHR antag	a7 integrin act	Menin-MLL TR inh	CXXC DNA block	ASM inhibitor	TSG101-PTAP inh
O=S(=O)(Nc1cccc(-n2cnnn2)c1)c1ccccc1C(F)(F)F	1%	-136*	18%	6%	1%	-1%	-2%

# Assay outcomes as filed in PubChem.
